# TexasRed fluor: Total Fluorescence Counterscreen for Inhibitors of the Interaction of Thyroid Hormone Receptor and Steroid Receptor Coregulator 2 | TRb/SRC2 Texas Red total fluorescence interference | Potency, µM (top dose mostly 106 µM), without a hit: at the highest dose fluorescence change, negative = quenching | hit rate 0.29% among 280,000 | AID 1479, 2009; active = well fitted curve in either direction with a large enough effect; inconclusive = small, poorly fitted or top-dose-only effect
#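 Human TRβ ligand-binding domain (0.6 uM) and Texas Red SRC2 peptide (20 nM) in Tris buffer with 1 uM T3 and 5% DMSO were incubated with pinned compound for 5 hr at ambient temperature. Total fluorescence was computed as S + 2P (555/632 nm).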
# Tau FP inhib: qHTS for Inhibitors of Tau Fibril Formation, Fluorescence Polarization; Microtubule-associated protein tau (Homo sapiens), P10636; K18 P301L tau heparin fibrillization, Alexa594 FP, 6 h; Potency, µM (highest dose often 57.7 µM), for inactives: top-dose activity, negative = inhibition, actives largely listed as inhibitors; hit rate 0.39% among 280,000; also: nearly all actives have a fitted effect of over 55% in size
# Target sequence (P10636 561-689 P618L limits assumed): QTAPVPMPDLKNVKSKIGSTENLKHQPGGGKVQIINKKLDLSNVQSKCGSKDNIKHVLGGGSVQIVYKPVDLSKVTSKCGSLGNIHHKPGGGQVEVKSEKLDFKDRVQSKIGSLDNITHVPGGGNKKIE
#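 Heparin (20 uM) drove fibril formation of recombinant tau K18 P301L, 15 uM unlabeled with 0.24 uM Alexa 594 label, for 6 hr at 37 C in 100 mM sodium acetate pH 7. Fluorescence polarization (555/632 nm) read 1 hr after 30 uM ThT.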
# GoLoco inh red: qHTS Assay for Inhibitors of RGS12 GoLoco Motif Activity (Red Fluorophore) | hit rate 0.44% among 230,000 | Gai1:RGS12 GoLoco peptide FP, rhodamine, 10 min | Potency, µM (titrated, usually from 61.6 µM), for inactives: top-dose activity, negative = inhibition, usual class: inhibitors | Guanine nucleotide-binding protein G(i) subunit alpha-1 (Homo sapiens), P63096; active = well fitted inhibition curve with a large enough effect, not every such curve was filed as active; inactive = no such curve, though single readings can be large or run the other way; also: nearly all actives have a fitted effect of over 30% in size; many of its hits are not listed in these tables
# KDM4E inh: qHTS Assay for Inhibitors of Human Jumonji Domain Containing 2E (JMJD2E) | hit rate 1.6% among 230,000 | Potency, µM (doses to about 57.1 µM), for the others: at the highest dose activity change, negative = inhibition, most hits filed as inhibitors | Lysine-specific demethylase 4E (Homo sapiens), B2RXH2 | JMJD2E catalytic domain, FDH-coupled NADH fluorescence (FDH is formaldehyde dehydrogenase); active = well fitted inhibition curve with a large enough effect, not every such curve was filed as active; inconclusive = small, poorly fitted or top-dose-only effect, or another doubt; inactive = no such curve, though single readings can be large or run the other way;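 also: 0% = wells with enzyme and -100% = buffer wells without enzyme; nearly all actives have a fitted effect of over 50% in size; many of its hits are not listed in these tables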
# Tau ThT inhib: qHTS for Inhibitors of Tau Fibril Formation, Thioflavin T Binding; recombinant tau K18 P301L (four-repeat tau fragment), heparin-induced fibrillization, ThT fluorescence; Potency, µM (doses to about 57.4 µM), inactives show top-dose activity, negative = inhibition, usual class: inhibitors; hit rate 2.1% among 270,000; AID 1460, 2008; also: nearly all actives have a fitted effect of over 55% in size
#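 Recombinant human tau K18 fragment […] carrying P301L, 15 uM unlabeled plus 0.24 uM Alexa 594-labeled, was fibrillized with 20 uM heparin in 100 mM sodium acetate pH 7 for 6 hr at 37 C; 30 uM ThT fluorescence read after 1 hr.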
# L3MBTL1 block: qHTS Assay for the Inhibitors of L3MBTL1. Lethal(3)malignant brain tumor-like protein 1 (Homo sapiens), Q9Y468. AlphaScreen L3MBTL1–H3K9me1 peptide binding. Potency, µM (top dose mostly 57.1 µM), inactives show top-dose activity, negative = inhibition, actives largely listed as inhibitors. hit rate 0.66% among 230,000; also: nearly all actives have a fitted effect of over 60% in size
#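 L3MBTL1 (50 nM) pre-complexed 30 min with biotinylated H3(1-15)K9me1 peptide (75 nM), then compounds added for 30 min at room temperature; AlphaScreen streptavidin donor/nickel chelate acceptor beads (10 ug/mL final) read after 30 min dark incubation.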
# RECQ1 helicase: qHTS Assay for Inhibitors of RecQ-Like Dna Helicase 1 (RECQ1) | Potency, µM (doses to about 57.3 µM), without a hit: at the top dose activity, negative = inhibition, actives largely listed as inhibitors | ATP-dependent DNA helicase Q1 (Homo sapiens), P46063 | hit rate 0.54% among 240,000 | RECQ1 DNA unwinding, red fluorescence kinetic read | AID 2549, 2010;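 also: plate controls were vehicle for no effect and no enzyme for full effect; nearly all actives have a fitted effect of over 30% in size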
# Target sequence (P46063 whole entry, looked up): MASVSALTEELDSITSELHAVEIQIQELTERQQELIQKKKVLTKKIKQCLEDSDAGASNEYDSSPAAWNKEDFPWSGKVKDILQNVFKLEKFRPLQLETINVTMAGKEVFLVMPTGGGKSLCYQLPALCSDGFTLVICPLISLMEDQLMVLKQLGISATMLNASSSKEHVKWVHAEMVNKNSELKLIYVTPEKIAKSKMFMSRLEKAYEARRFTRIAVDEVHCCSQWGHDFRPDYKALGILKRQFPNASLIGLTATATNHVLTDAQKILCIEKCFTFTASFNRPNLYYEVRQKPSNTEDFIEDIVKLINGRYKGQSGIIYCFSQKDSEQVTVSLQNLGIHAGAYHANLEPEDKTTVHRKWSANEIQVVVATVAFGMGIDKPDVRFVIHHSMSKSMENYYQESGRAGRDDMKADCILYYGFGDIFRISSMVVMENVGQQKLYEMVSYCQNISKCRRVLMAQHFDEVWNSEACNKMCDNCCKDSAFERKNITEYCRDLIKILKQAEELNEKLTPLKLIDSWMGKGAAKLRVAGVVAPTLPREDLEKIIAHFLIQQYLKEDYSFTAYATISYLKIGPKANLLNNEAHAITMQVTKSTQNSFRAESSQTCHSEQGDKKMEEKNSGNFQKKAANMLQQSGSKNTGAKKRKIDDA
#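 50 nM RECQ1T1 preincubated 15 min with compound in Tris pH 8.0 buffer with MgCl2, DTT, Tween-20 and 2.5 ug/ml poly(dI-dC); started with 200 nM TAMRA/BHQ-2 forked duplex and 2 mM ATP. Unwinding read as fluorescence (525/598 nm), two reads 2 h apart.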
# TRb SRC2 PPI: qHTS for Inhibitors of the Interaction of Thyroid Hormone Receptor and Steroid Receptor Coregulator 2; TRbeta-SRC2 peptide binding, fluorescence polarization; receptor liganded with 1 µM T3; Potency, µM (highest dose often 106 µM), for the others: at the top dose activity change, negative = inhibition, most hits filed as inhibitors; hit rate 0.065% among 280,000; Thyroid hormone receptor beta (Homo sapiens), P10828;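 also: plate controls were bound peptide for no effect and peptide without receptor for full effect; nearly all actives have a fitted effect of over 50% in size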
#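 Human TRb LBD (0.6 uM) plus Texas Red-labeled SRC2 peptide (20 nM), 1uM T3, 5% DMSO, 5 hr at ambient temperature. Decreased polarization (555/632 nm) flags inhibition; data normalized to free and bound peptide controls.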
# * hit, by the source's call; i = inactive; ? = inconclusive; nt = no result given; [ ] = remark or other dose. Unless noted, calls follow the shape of the dose curve; as a rule, active = well fitted curve in the direction sought with a large enough effect; inconclusive = small, poorly fitted or top-dose-only effect, or another doubt; inactive = no such curve, though single readings can be large; an effect the other way counts as inactive or inconclusive. Unless noted, % is scaled to controls: 0 for no effect and ±100 for the full control effect; potency is read from the fitted curve at half-maximal effect. This is a subset. The share of hits here may be higher or lower than overall.
1	C=CCn1c(-c2ccccc2)ccc(C#N)c1=O
2	CN(c1ccccc1)c1ccc(/C=c2\s/c(=C(/C#N)C(=O)C(C)(C)C)n(Cc3ccco3)c2=O)cc1
3	COc1ccccc1-n1cnc2c(c1=O)c1nc3ccccc3nc1n2-c1ccc(C)c(C)c1
4	Cc1ccc(Nc2ncc(C(=O)NCCCN3CCN(C)CC3)c3ccccc23)cc1Cl
5	CC1Cc2ccccc2N1C1=NS(=O)(=O)c2ccccc21 (stereo unspecified)
6	N/C(=N\NC(=O)c1cccc(F)c1)c1cc2ccccc2oc1=O
7	COc1cccc(NC(=O)N[C@@H](Cc2ccccc2)C(=O)O)c1
8	Fc1cccc(Nc2nc3ccccc3n3nnnc23)c1
9	CCc1ccc(N(CC)C(=O)c2ccc3c(=O)n4c(nc3c2)CCCCC4)cc1
10	Cc1cccc(NC(=O)Cn2cc(C(=O)C3CCCCC3)c3ccccc32)c1
Assay by compound	1	2	3	4	5	6	7	8	9	10
TexasRed fluor	0%	19%	-1%	-1%	-1%	-3%	3%	1%	-3%	7%
Tau FP inhib	-12%	-10%	-1%	-2%	2%	1%	6%	15%	4%	?
GoLoco inh red	-6%	-134%	4%	4%	8%	3%	6%	3%	nt	nt
KDM4E inh	?	-4%	?	?	2%	-14%	-9%	?	nt	nt
Tau ThT inhib	-6%	?	-17%	-5%	-6%	?	-13%	-15%	-3%	-12%
L3MBTL1 block	53%[activator]	-8%	-2%	14%	5%	11%	-2%	nt	nt	nt
RECQ1 helicase	i	18µM*	-6%	-1%	i	i	-10%	i	nt	nt
TRb SRC2 PPI	1%	20%	-2%	1%	-8%	-3%	-8%	-9%	1%	11%

# Three compounds drawn at random from the list so far, as already listed:
5	CC1Cc2ccccc2N1C1=NS(=O)(=O)c2ccccc21 (stereo unspecified)
2	CN(c1ccccc1)c1ccc(/C=c2\s/c(=C(/C#N)C(=O)C(C)(C)C)n(Cc3ccco3)c2=O)cc1
7	COc1cccc(NC(=O)N[C@@H](Cc2ccccc2)C(=O)O)c1
Assay by compound	5	2	7
TexasRed fluor	-1%	19%	3%
Tau FP inhib	2%	-10%	6%
GoLoco inh red	8%	-134%	6%
KDM4E inh	2%	-4%	-9%
Tau ThT inhib	-6%	?	-13%
L3MBTL1 block	5%	-8%	-2%
RECQ1 helicase	i	18µM*	-10%
TRb SRC2 PPI	-8%	20%	-8%

# Other structures follow:
11	O=C(CNC(=O)c1cc2c(s1)CCC2)Nc1ccccc1Br
12	CCc1ccc(NC(=O)CSc2nc3c(c(=O)n(C)c(=O)n3C)n2C)cc1
13	CCc1c(C)c(C#N)c2nc3ccccc3n2c1NCC1CCCO1 (stereo unspecified)
14	CCCOc1ccc(C(=O)CCN2CCCCC2)cc1
15	C/C(=N\NC(=O)c1c(C)nc2ccccn12)c1ccc(N2CCOCC2)cc1
16	COc1ccccc1NC(=O)c1ccc(NC(=O)COC(=O)C2CCCO2)cc1 (stereo unspecified)
17	CS(=O)(=O)N1CCN(c2ccccc2NC(=O)c2ccc(-c3ccc(Cl)cc3Cl)o2)CC1
18	CC1=CC2(C#N)C3(N=C(N)C2(C#N)C(c2ccccc2)N1)OCCO3 (stereo unspecified)
19	Cc1ccccc1CNCCSc1nnnn1C
20	N#Cc1ccccc1NC(=O)CSc1ncn[nH]1
Assay by compound	11	12	13	14	15	16	17	18	19	20
TexasRed fluor	-4%	0%	1%	2%	-1%	-7%	1%	0%	-1%	3%
Tau FP inhib	4%	5%	11%	0%	-2%	4%	8%	-2%	-5%	-1%
GoLoco inh red	-2%	4%	8%	-4%	2%	9%	23%	3%	nt	nt
KDM4E inh	-17%	3%	-10%	0%	-17%	-18%	?	?	nt	nt
Tau ThT inhib	-23%	-6%	3%	?	?	?	-5%	-14%	-8%	1%
L3MBTL1 block	nt	-1%	nt	-8%	4%	-3%	-5%	?	nt	nt
RECQ1 helicase	-19%	-1%	i	0%	i	i	-2%	5%	nt	nt
TRb SRC2 PPI	-19%	2%	5%	40µM*	-3%	-7%	-26%	7%	3%	-1%

21	CN(C)c1cc(-c2ccc(Cl)cc2)oc(=O)c1Cl
22	COCCn1c(N)c(S(=O)(=O)c2cccs2)c2nc3ccccc3nc21
23	CCCCCC(=O)NNC(=S)NC(=O)c1ccccc1[N+](=O)[O-]
24	COc1ccc(N(Cc2cc3ccccc3[nH]c2=O)C(=O)C2CCCO2)cc1 (stereo unspecified)
25	O=C(CC(C(=O)N1CCc2ccccc21)n1ccnc1)NCc1cccnc1 (stereo unspecified)
26	CCCOc1ccc(N2C(=O)CC(N(CCC)C(=O)CCC(=O)O)C2=O)cc1 (stereo unspecified)
27	CCOC(=O)OCC1OC(C#Cc2ccccc2)C=CC1Oc1cccc(N(C)C)c1 (stereo unspecified)
28	Cc1ccc(-n2c(SCC(=O)Nc3ccc4c(c3)OCO4)nnc2-c2ccoc2C)cc1
29	CCN(CC)S(=O)(=O)c1ccc(Cl)c(C(=O)Oc2cccc(-c3cnc4ccccc4n3)c2)c1
30	COc1ccc(C(=O)NC(=O)Nc2ncccc2C)cc1
Assay by compound	21	22	23	24	25	26	27	28	29	30
TexasRed fluor	-2%	-10%	-6%	0%	-1%	2%	0%[11.2 µM]	-4%	-2%	-3%
Tau FP inhib	14%	-6%	9%	-4%	-5%	-1%	1%[11.6 µM]	3%	?	-2%
GoLoco inh red	6%	-20%	8%	6%	15%	9%	nt	3%	5%	6%
KDM4E inh	-16%	?	?	3%	?	1%	nt	1%	-5%	-2%
Tau ThT inhib	-18%	-15%	0%	-8%	-8%	-9%	?	-13%	-17%	-1%
L3MBTL1 block	-4%	nt	-1%	-6%	-18%	-7%[11.4 µM]	nt	-14%	nt	nt
RECQ1 helicase	-1%	-13%	-5%	-3%	i	i	-23%[11.5 µM]	-10%	-2%	-1%
TRb SRC2 PPI	-8%	?	0%	6%	-20%	-11%	8%[11.2 µM]	0%	1%	-8%

31	COc1ccc(CC(NC(C)=O)C(=O)NC2CCN(C(=O)c3ccc(OC)c(OC)c3)CC2)cc1OC (stereo unspecified)
32	COc1cc(NC(=O)c2csc3c2CCCC3)ncn1
33	CC(C)(C)NC(=O)C1CCN(S(=O)(=O)c2cccc(C(F)(F)F)c2)CC1
34	Cc1c(/C=C/C(=O)c2ccc(C(C)C)cc2)cnn1C
35	O=C(CSc1ccc(Cl)cc1)Nc1ccc(N2CCN(C(=O)c3ccco3)CC2)cc1
36	CCN1CCN(C(=O)c2cc3c(-c4ccc(Cl)cc4)nn(C)c3s2)CC1
37	CC(=O)Oc1ccc2c(=O)c(Oc3ccccc3)coc2c1OC(C)=O
38	CCOc1ccccc1CNC(=O)c1ccc(Cn2c(SCc3ccccc3)nc3cccnc32)cc1
39	COc1ccc(NC(=S)N(CCCN2CCN(C)CC2)Cc2cccs2)cc1
40	COc1ccc(NC(=O)CCc2c(C)nc3c(-c4ccccc4)c(C)nn3c2C)cc1Cl
Assay by compound	31	32	33	34	35	36	37	38	39	40
TexasRed fluor	-2%[53 µM]	1%	-4%	-3%	-4%	0%	-8%	-12%	0%	2%
Tau FP inhib	9%	-3%	-2%	1%	14%	2%	-5%	-4%	-3%	?
GoLoco inh red	227%[activator]	-1%	5%	2%	8%	2%	6%	nt	7%	nt
KDM4E inh	6%	6%	-5%	?	2%	?	3.5µM*	nt	14%	nt
Tau ThT inhib	-1%	-18%	-2%	?	?	-13%	?	-16%	-1%	3%
L3MBTL1 block	1%	nt	-2%	-9%	1%[11.4 µM]	-4%	14µM*	nt	-7%	nt
RECQ1 helicase	-5%	-6%	-11%	9%	-22%	-3%	3.5µM*	nt	-4%	nt
TRb SRC2 PPI	0%[53 µM]	-9%	-8%	-3%	-4%	-3%	-3%	2%	-3%	-2%

41	Cc1ccc(-c2csc(-c3c(N)c(C(=O)c4ccc5c(c4)OCO5)n4ccccc34)n2)cc1
42	CC1CC(=O)Nc2ccccc2N1S(=O)(=O)c1ccc(C#N)cc1 (stereo unspecified)
43	CCN(CC)S(=O)(=O)c1ccc(NC(=O)C2CCCN(C(=O)c3ccc(Cl)cc3)C2)cc1 (stereo unspecified)
44	COc1cccc2cc(C(C)N(CCCN3CCOCC3)C(=S)Nc3cc(C)ccc3C)oc12 (stereo unspecified)
45	CCC(=O)Nc1ccc(C(=O)OCC(=O)c2ccc(C)c([N+](=O)[O-])c2)cc1
46	O=C(O)c1cccc(N2CCCCS2(=O)=O)c1
47	O=C(O/N=C(/c1ccccc1)c1ccncc1)c1ccccc1[N+](=O)[O-]
48	CCOc1cccc(C(=O)Nc2ccc(S(=O)(=O)N(Cc3ccccc3)c3ccccc3)cc2)c1
Assay by compound	41	42	43	44	45	46	47	48
TexasRed fluor	-2%	-4%	-2%	1%	-9%	0%	2%	1%
Tau FP inhib	19%	6%	-10%	14%	-7%	4%	?	?
GoLoco inh red	nt	-1%	12%	0%	14%	-5%	11%	nt
KDM4E inh	nt	4%	-4%	5%	2%	9%	7%	nt
Tau ThT inhib	?	10%	-8%	-10%	?	-8%	-13%	3%
L3MBTL1 block	nt	8%	2%	nt	3%	nt	-18%	nt
RECQ1 helicase	nt	0%	-5%	0%	i	-5%	i	nt
TRb SRC2 PPI	-7%	-7%	-2%	4%	2%	-11%	-4%	-4%

# Screening results (PubChem BioAssay)
